TAAR1 antagonist: human TAAR1 antagonists, primary screen, Fluo-8 calcium fluorescence, CHO RD-HGA16 cells. inhibition, % at 3 µM. Trace amine-associated receptor 1 (Homo sapiens), Q96RJ0. antagonist. AID 624466, 2012. 360,000 compounds, 1.5% hits;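 active = inhibition above a per-plate cutoff, the mean inhibition of test compounds on that plate plus 3 SD, cut at about 49% in these data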;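 note: 0% = DMSO plus EC80 beta-PEA response and 100% = DMSO alone without agonist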
Target sequence (Q96RJ0 whole entry, looked up): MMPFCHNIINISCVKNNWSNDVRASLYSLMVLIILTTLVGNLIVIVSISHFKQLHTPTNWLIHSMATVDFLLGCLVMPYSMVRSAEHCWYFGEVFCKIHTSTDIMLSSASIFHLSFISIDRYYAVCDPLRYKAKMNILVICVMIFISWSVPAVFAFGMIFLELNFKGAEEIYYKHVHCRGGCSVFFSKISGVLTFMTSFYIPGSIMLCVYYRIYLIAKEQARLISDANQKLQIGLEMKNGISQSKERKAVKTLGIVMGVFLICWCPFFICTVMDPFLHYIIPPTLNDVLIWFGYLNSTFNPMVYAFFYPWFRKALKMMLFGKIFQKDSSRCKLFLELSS
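Test system: RD-HGA16 CHO cells with stable hTAAR1 and Gα16 / Probe or stimulus: EC80 β-phenethylamine stimulus / Times: seeding 17-24 h prior, 75-min 37 °C, 30-min RT dye loading / Detection: Fluo-8 calcium-sensitive fluorescence / Read-out basis: % inhibition scaled between DMSO and EC80 PEA controls / Repeats: singlicate, one well per test compound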
M1 PAM parental: nonselective calcium activators in parental CHO-K1 cells, primary screen, counter-screen for M1 PAM project, cell-based, Fluo-8 calcium fluorescence, full deck, 1536-well; ATP EC20; 0% at ATP EC20, 100% at ATP max; activation, % at 3 µM; 360,000 compounds, 0.02% hits; AID 602247, 2012;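 active = activation above the run cutoff, the mean activation of all test compounds plus 3 SD, cut at about 40% in these data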;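 note: peak over basal fluorescence ratio in a 140 s read after ATP addition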
CHO parental Ca: ATP-evoked calcium signal inhibitors, parental CHO, primary screen, counter-screen for OX1R antagonist project, cell-based, fluorescence, Fluo-8 calcium dye; inhibition, % at 5.6 µM; 330,000 compounds, 0.63% hits; parental CHO-K1, ATP-induced calcium, Fluo-8 fluorescence;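 active = inhibition above that plate's mean sample inhibition plus 3 SD, cut at about 26% in these data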;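 note: 0% = ATP-challenged DMSO wells and 100% = DMSO wells without ATP; some compounds past the cut are filed as inactive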
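test system = CHO parental line | reagent = ATP stimulus | measured by = intracellular calcium via Fluo-8 no-wash fluorescent dye | control set = ATP and no-ATP DMSO wells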
CHO-K1 Ca antag: counter-screen for M1 antagonists: effect in parental CHO-K1 cells; ATP-induced calcium, Fluo-8 fluorescence; inhibition, % at 3 µM; 360,000 compounds, 0.6% hits; AID 602250;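 active = inhibition above a per-plate cutoff, the plate's mean sample inhibition plus 3 SD, cut at about 24% in these data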;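 note: 0% = DMSO plus EC80 ATP and 100% = DMSO alone without ATP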
M1 PAM: human M1 muscarinic receptor positive allosteric modulators, primary screen, CHO-K1 cells, Fluo-8 calcium fluorescence, 1536-well | CHO-K1 hM1, ACh EC20; 0% = ACh EC20, 100% = maximal ACh | activation, % at 3 µM | 360,000 compounds, 0.088% hits | AID 588819, 2011; in the data active = activation above about 19%, passing the limit was not always enough
Target sequence (P11229 whole entry, looked up): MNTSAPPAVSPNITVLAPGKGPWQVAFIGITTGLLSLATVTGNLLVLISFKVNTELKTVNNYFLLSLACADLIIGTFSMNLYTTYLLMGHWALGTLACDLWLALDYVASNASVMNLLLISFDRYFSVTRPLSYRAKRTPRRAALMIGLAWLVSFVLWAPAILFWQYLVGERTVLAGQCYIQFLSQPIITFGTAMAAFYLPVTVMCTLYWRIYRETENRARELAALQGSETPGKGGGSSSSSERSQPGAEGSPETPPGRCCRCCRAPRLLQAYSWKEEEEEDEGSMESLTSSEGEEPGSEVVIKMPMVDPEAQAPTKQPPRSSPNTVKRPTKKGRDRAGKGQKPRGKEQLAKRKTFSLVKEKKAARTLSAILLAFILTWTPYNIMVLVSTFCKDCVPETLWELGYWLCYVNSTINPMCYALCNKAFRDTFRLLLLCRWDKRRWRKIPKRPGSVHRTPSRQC
M1 antag: human M1 muscarinic receptor antagonists, primary screen, CHO-K1 cells, Fluo-8 calcium fluorescence, 1536-well | AID 588852, 2011 | inhibition, % at 3 µM | CHO-K1 hM1, ACh EC80 antagonist | 360,000 compounds, 1.3% hits | Muscarinic acetylcholine receptor M1 (Homo sapiens), P11229;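 active = percent inhibition above its own plate's cutoff, namely the mean of that plate's compound wells plus 3 SD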;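 note: peak over basal fluorescence ratio during 140 s after agonist addition; 0% = ACh EC80 plus DMSO and 100% = DMSO alone without agonist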
CHRM1 agonist: human M1 muscarinic receptor agonists, primary screen, Fluo-8 calcium fluorescence, CHO-K1 cells, HTS | activation, % at 3 µM | 360,000 compounds, 0.33% hits | CHO-K1 hM1, agonist mode; 0% DMSO, 100% acetylcholine EC100;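 active = activation above the run's mean compound activation plus 3 SD, cut at about 16% in these data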;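 note: peak over basal fluorescence ratio within a 140 s kinetic read after compound addition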
M1 ag parental: counter-screen for M1 agonists: effect in parental CHO-K1 cells; Fluo-8 calcium fluorescence; scaled to maximal ATP response, vehicle zero; 360,000 compounds, 0.48% hits; AID 602248, 2012; activation, % at 3 µM; in the data active = activation above about 15%;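 note: untransfected CHO-K1 host cells lacking M1 receptor as counterscreen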
TAAR1 ag: human TAAR1 agonists, primary screen, Fluo-8 calcium fluorescence, CHO RD-HGA16 cells; 360,000 compounds, 0.99% hits; vehicle wells 0%, saturating PEA agonist 100%; activation, % at 3 µM; AID 624467, 2012; Trace amine-associated receptor 1 (Homo sapiens), Q96RJ0;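 active = activation above the mean activation of all test compounds in the run plus 3 SD, cut at about 38% in these data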
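Assay system – CHO-derived RD-HGA16 cells with stable Gα16 and human TAAR1 · Compound dosing – one-point dosing at 3 µM (nominal) · Incubation – 17-24 h seeding, 75 min 37 °C dye, 30 min RT · Measured by – kinetic Fluo-8 calcium fluorescence · Control set – DMSO vehicle as 0%, PEA at EC100 as 100% · Repeats – single well for each compound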
Starred values were filed as active, the others as inactive; . = not tested or not shown.

A first look (4 entries):
SMILES	TAAR1 antagonist	M1 PAM parental	CHO parental Ca	CHO-K1 Ca antag	M1 PAM	M1 antag	CHRM1 agonist	M1 ag parental	TAAR1 ag
CN1CCCCc2c1nc1c(c2N)CCCC1	-14	0	-3	-12	-19	21	-8	0.4	2
CC(=O)Nc1cc(-c2cccc(CO)c2)cn2c(-c3ccc(F)cc3)cnc12	10	12	.	-13	4	-18	-2	0.4	3
COc1ccc(CCNC(=O)C(=O)NCc2ccccc2C)cc1OC	-9	5	-25	-15	13	-20	-4	1.3	1
CC(=O)N(CN1C(=O)C2CC=CCC2C1=O)c1cccc(Cl)c1 (stereo not given)	-6	8	-17	6	3	-42	-1	0.3	17

All compounds of this part, from the start:
SMILES	TAAR1 antagonist	M1 PAM parental	CHO parental Ca	CHO-K1 Ca antag	M1 PAM	M1 antag	CHRM1 agonist	M1 ag parental	TAAR1 ag
CN1CCCCc2c1nc1c(c2N)CCCC1	-14	0	-3	-12	-19	21	-8	0.4	2
CC(=O)Nc1cc(-c2cccc(CO)c2)cn2c(-c3ccc(F)cc3)cnc12	10	12	.	-13	4	-18	-2	0.4	3
COc1ccc(CCNC(=O)C(=O)NCc2ccccc2C)cc1OC	-9	5	-25	-15	13	-20	-4	1.3	1
CC(=O)N(CN1C(=O)C2CC=CCC2C1=O)c1cccc(Cl)c1 (stereo not given)	-6	8	-17	6	3	-42	-1	0.3	17
c1ccc(-c2csc(-c3cccnc3)n2)cc1	-18	12	4	-5	9	-9	-6	-0.1	-1
O=C(CC(=O)N/N=C/c1ccc(F)cc1)N/N=C/c1ccc(F)cc1	-5	-18	-11	4	13	-14	-2	0.4	20
COc1ccc(-c2nn(CCC#N)cc2C=C(C#N)C#N)cc1	-31	14	-6	-5	9	-13	-3	0.5	1
O=c1c(Sc2ccccc2)c(C(F)(F)F)[nH]n1-c1ccccc1	4	-6	0	7	1	-3	1	5.0	12
CC(Sc1ncccn1)C(=O)N1CCc2ccccc21 (stereo not given)	-13	10	.	-14	10	-12	-3	0.5	0
CCOC(=O)C(/C(C)=N/NC(=O)C1CC1c1ccccc1)C(C)C (stereo not given)	6	24	-11	-7	11	-12	-4	0.1	-1
Cc1ccc(Cn2nnc(C(=O)Nc3cccc(C)c3C)c2N)cc1	81*	3	26	14	-7	18	39*	13	118*
Cc1cc(-c2nnc(SCC(=O)Nc3ccc(C)c(C)c3)n2N)n[nH]1	1	18	-20	-16	6	-13	-4	1.1	4
Cc1cc(C)c[n+](C(C)C(=O)c2ccc(Cl)cc2)c1 (stereo not given)	1	-1	2	2	17	-21	-10	0.8	8
COc1ccc(C(=O)CSc2nc(C(C)(C)C)nc3ccccc23)cc1	-22	12	-19	-15	-9	3	-6	-0.1	5
Cc1cc(C)cc(NC(=O)Oc2ccccc2N2CCCCC2)c1	0	4	1	-7	-4	-1	0	0.1	0
CCOC(=O)C1CCN(C(=O)CC(NS(=O)(=O)c2ccc(OC)cc2)C(C)C)CC1 (stereo not given)	.	10	-21	-5	4	2	-3	3.0	.
COc1cc(NC(=O)c2cc([N+](=O)[O-])ccc2NC(=O)CNC2CCCCC2C)cc(OC)c1 (stereo not given)	39	32	-3	-28	4	-8	-4	1.5	-1
Cc1ccc(S(=O)(=O)N2CCCN(C(=O)c3ccc(-n4nccc4C)cc3)CC2)cc1	-9	10	.	0	4	-8	-3	2.5	0
CCOC(=O)CSc1nc(=O)n2cccc(C)c2n1	18	10	-5	8	7	0	-2	0.0	0
COc1cc(C2C3C(=O)N(c4ccccc4)C(=O)C3ON2c2ccccc2)ccc1O (stereo not given)	1	-2	-4	2	-2	9	-2	1.9	5
O=C(Nc1ccc(C(=O)NCC2CCN(Cc3ccccc3F)CC2)cc1)C1=CSCCO1	-1	1	1	-7	-11	12	-5	2.2	2
CC(C)N(Cc1ccccc1)C(=S)NC(=O)C1(C)CC1(Cl)Cl (stereo not given)	-13	9	-5	-6	2	-4	-8	0.0	-3
CC(C)[C@H](NS(=O)(=O)c1ccccc1)C(=O)OCC(=O)Nc1cccc(S(N)(=O)=O)c1	0	4	-1	-5	7	-3	-2	0.0	3
COc1ccc(NC(=O)CSc2nccn2C)cc1S(N)(=O)=O	-5	8	4	-27	8	-6	-3	1.0	0
CCCC(C)(C)C(=O)N1CCC1(C)C(=O)Nc1ccc(OC)c(OC)c1 (stereo not given)	1	-4	.	11	5	-7	-2	-0.4	0

(list continues)
SMILES	TAAR1 antagonist	M1 PAM parental	CHO parental Ca	CHO-K1 Ca antag	M1 PAM	M1 antag	CHRM1 agonist	M1 ag parental	TAAR1 ag
Cc1cccc(NC(=O)/C(C#N)=C\c2cccnc2)c1	1	-15	-22	14	4	-4	-5	0.2	2
CCn1c(SCC(=O)NCc2ccccc2)nc2ccccc2c1=O	-6	4	-11	-16	2	-10	-4	0.2	3
CCCOc1ccc(C(=O)OCCN2CCCCC2)c(O)c1	-4	-2	-20	-5	5	-16	-7	0.9	15
CCCn1c(SCC(=O)Nc2nc(C)c(C(=O)OC)s2)nnc1C(C)C	4	26	-15	-13	3	-6	-2	0.1	6
NC(c1csc(NC(=O)Nc2ccc(OC(F)(F)F)cc2)n1)C1CCCCC1 (stereo not given)	8	-4	.	2	5	5	3	3.2	47*
COc1ccccc1N(C)S(=O)(=O)c1ccc(Cl)c(C(=O)OCc2c(C)noc2C)c1	38	9	-4	-8	-11	1	-11	5.7	14
Cn1cc(Br)c(C(=O)Nc2sc3c(c2C(N)=O)CCCC3)n1	-13	-3	-22	-9	7	-6	-3	1.4	0
COC(=O)/C(C#N)=C/c1c(Oc2cccc(C)c2)nc2ccccn2c1=O	-33	-16	-23	12	12	-20	-5	0.5	0
O=C(Nc1ccccn1)C(F)(F)C(F)(F)C(F)(F)C(F)(F)C(=O)Nc1ccccn1	-13	18	9	-11	10	-6	-1	0.7	1
NC(N)=N/N=C(\N=Nc1ccccc1)c1cccc2cccnc12	-17	9	.	-12	2	-11	-8	1.4	1
CCOc1ccc(-c2cc(C)n3nc(C(N)=O)cc3n2)cc1	4	13	0	-17	0	-9	-5	-1.1	-1
COc1ccc(NC(=O)CSc2nnc(-c3ccccn3)n2Cc2ccco2)cc1OC	1	17	-7	-12	13	-16	-3	0.7	2
COC(=O)c1cc(OC)c(OC)cc1NC(=S)N1CCN(C)CC1	-14	1	-8	-13	4	-8	-3	0.1	3
O=C(NCc1ccncc1)Nc1ccc(Cl)cc1Cl	-23	4	-20	-8	3	-3	-5	-0.5	2
CCOc1ccccc1-n1c(SCC(=O)N2CCCC2)nnc1-c1ccoc1C	11	17	-23	-9	3	2	-4	0.3	17
O=C(CN1CCN(c2ccccc2O)CC1)NCCCc1ccccc1	-24	1	-16	0	9	-11	0	0.5	2
CC(C)CC(=O)N1CCN(Cc2ccc(C(F)(F)F)cc2)CC1	12	-4	-1	1	14	-18	-2	0.7	7
CNCc1sccc1C	-12	21	0	-2	3	-6	-2	1.1	8
O=C(c1ccccc1)N1N=C(c2ccccc2)CC1c1ccccc1[N+](=O)[O-] (stereo not given)	-2	2	-11	-2	8	-14	-6	-0.2	6
O=C(COc1ccc([N+](=O)[O-])cc1)NNC(=O)Nc1cccc(F)c1	-26	-4	-5	2	9	-11	0	0.7	16
COc1ccc(-c2c(C)nc3c(-c4ccc(F)cc4)cnn3c2N)cc1	-20	10	-2	-6	1	-4	-2	2.9	2
Cc1ccc(OCCCCNC2CCCC(C)C2C)c(C)c1 (stereo not given)	-3	14	-23	4	-32	48*	-14	4.5	24
CC1CCC2(CC1)NC(=O)N(CC(=O)Nc1ccc3c(c1)CCC3)C2=O (stereo not given)	-38	17	-17	-13	9	-13	-4	0.4	-3
COc1cccc(NC(=O)c2cncs2)c1	-8	23	-4	4	13	-7	-4	0.9	5
Fc1ccccc1NC(=S)NCc1ccccc1	-10	16	-2	-10	8	-11	-5	0.8	4

More results follow:
SMILES	TAAR1 antagonist	M1 PAM parental	CHO parental Ca	CHO-K1 Ca antag	M1 PAM	M1 antag	CHRM1 agonist	M1 ag parental	TAAR1 ag
Cc1nn(C2CC(O)C(O)C(CO)O2)c(=O)[nH]c1=O (stereo not given)	-6	18	.	-13	10	-15	0	0.9	4
CCN(CC)C(=O)Cn1cc(C(=O)C(=O)NCCCN2CCOCC2)c2ccccc21	0	-3	-6	0	-5	15	-4	0.8	0
COc1cc(C=CC(=O)c2cc(OC)c(OC)c(OC)c2)cc(OC)c1OC	3	19	.	-16	6	-14	2	0.6	4
C[C@H](CO)N1C[C@H](C)[C@@H](CN(C)S(=O)(=O)c2ccc(F)cc2)Oc2ccc(NC(=O)NC3CCCCC3)cc2C1=O	-14	8	-22	-7	6	-11	-10	0.0	0
COc1ccc(S(=O)(=O)NC(C)C(=O)NCc2ccncc2)cc1OC (stereo not given)	-11	11	0	-18	8	-13	-5	1.7	2
C#CCOCCOCCOCCNc1nc(N2CCN(C(=O)C([C@@H](C)O)n3cc([C@@H](N)CCCCN)nn3)CC2)nc(N2CCN(C(=O)[C@H](CC(N)=O)n3cc(C(N)[C@@H](C)CC)nn3)CC2)n1 (stereo not given in full)	2	7	-5	-12	4	-7	-3	0.4	0
COC(=O)CN1C(=S)N(c2ccc(OC)cc2)C(=O)/C1=C/c1ccc(N2CCOCC2)cc1	13	-1	10	10	-4	13	3	5.7	26
O=c1c2ccccc2[nH]c(=S)n1CCN1CCCC1	11	18	-5	0	7	1	-10	0.4	-2
COc1ccc(C2(c3ccc(OC)cc3)NC(=O)N(CC(=O)NC3CCS(=O)(=O)C3)C2=O)cc1 (stereo not given)	-16	15	-4	-13	6	-6	-2	0.2	9
CCCSc1nc(NCc2ccco2)c2c3c(sc2n1)COC(C)(CC)C3 (stereo not given)	-15	17	-10	-10	-8	-1	-7	0.4	5
O=C(c1ccco1)N1CCCC(N2CCN(c3cccc(C(F)(F)F)c3)CC2)C1 (stereo not given)	-11	-5	-24	-3	-2	-3	-6	1.2	-2
Cc1cccc(NC(=O)c2cc3c(s2)-c2c(C)cccc2OC3)n1	-1	14	-7	-12	16	-17	0	1.1	6
COc1cccc(/C=C/c2nc(S(=O)(=O)c3ccccc3)c(N(C)C)o2)c1	-18	0	-9	-14	-1	4	0	0.2	-1
COc1cc(NC(=O)CN2C(=O)COc3ccc(S(=O)(=O)N4CCCCC4)cc32)cc(OC)c1	-18	7	-24	-1	7	-18	-7	0.8	0
Clc1ccc(-c2nnc(CNC3CC3)o2)cc1	-5	12	-7	0	9	-13	-4	-0.5	3
Cc1ccc(C)n1NC(=O)c1cccs1	5	25	-16	-15	12	-21	1	0.7	9
